PvdQ acylase: P. aeruginosa PvdQ acylase inhibition. 340,000 tested, 0.063% active. AID 488965. purified PvdQ acylase, fluorescence plate reader. inhibition, % at 10 µM; in the data active = inhibition above about 30%, passing the limit was not always enough;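 note: 0% = vehicle neutral wells and 100% = reference inhibitor wells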
cardiac RTF act: increases calcium sensitivity of human cardiac regulated thin filaments | IANBD-labeled TnC RTF fluorescence at EC20 calcium; 0% EC20 calcium, 100% full calcium | activation, % at 7.2 µM | 340,000 tested, 0.24% active | AID 493008;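 active = activation above the mean over all tested compounds plus 3 SD, cut at about 30% in these data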;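 note: rise in fluorescence read as greater calcium sensitivity of cardiac thin filaments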
Rtt109 Vps75: C. albicans Rtt109 histone acetyltransferase inhibition; Q5AAJ8; purified Rtt109/Vps75, ThioGlo CoA-SH fluorescence, 4 h; inhibition, % at 34.9 µM; 330,000 tested, 0.16% active; AID 540336;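 active = inhibition of at least 50% in every replicate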
Target sequence (Q5AAJ8 whole entry, looked up): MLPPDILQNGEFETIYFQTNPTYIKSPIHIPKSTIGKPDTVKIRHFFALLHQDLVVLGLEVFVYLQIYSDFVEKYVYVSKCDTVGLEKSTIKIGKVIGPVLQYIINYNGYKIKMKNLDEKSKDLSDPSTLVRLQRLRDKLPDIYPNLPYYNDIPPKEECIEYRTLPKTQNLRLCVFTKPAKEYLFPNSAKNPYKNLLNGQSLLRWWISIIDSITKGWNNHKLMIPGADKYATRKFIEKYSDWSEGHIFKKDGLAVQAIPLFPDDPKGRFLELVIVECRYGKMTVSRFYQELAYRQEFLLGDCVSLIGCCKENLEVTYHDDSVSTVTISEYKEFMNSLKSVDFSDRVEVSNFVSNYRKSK
Mot1-301 SUMO: inhibitors of SUMOylation pathway: yeast Mot1-301 growth rescue. S. cerevisiae Mot1-301 growth rescue, ATP luminescence, 38.5C; percent above DMSO median, 100 means doubled. growth rescue, % at 18.8 µM. 320,000 tested, 1% active. AID 2716;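 active = every valid replicate shows activation above 250% relative to neutral control wells; inactive = the rest, any valid replicate at or below 250%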;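 note: OY570 slx delta 5 strain wells were the positive control but not used for scaling; some compounds called inactive have numbers as strong as hits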
C-LANA FP: KSHV C-LANA DNA binding inhibition; MBP-C-LANA/FAM-LBS DNA binding, fluorescence polarization; inhibition, % at 9 µM; 340,000 tested, 0.078% active; AID 504423;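 active = highest replicate inhibition at or above 60% at 9 µM, even if other replicates fall short; inactive = all replicates below 60% inhibition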;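 note: 0% = neutral control wells and 100% = 4 µM acridine orange control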
Keap1 Nrf2 FP: inhibitors of human Keap1-Nrf2 protein-protein interaction; inhibition, % at 9.4 µM; 340,000 tested, 0.15% active; Keap1 Kelch-Nrf2 peptide fluorescence polarization, 1536-well; Q14145; in the data active = inhibition above about 12%;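 note: human Keap1 Kelch domain with fluorescein labeled Nrf2 9mer peptide probe; 0% = neutral control wells and 100% = peptide positive control; higher means more block of Keap1 binding to Nrf2 peptide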
Target sequence (Q14145 whole entry, looked up, the tested form may be a part): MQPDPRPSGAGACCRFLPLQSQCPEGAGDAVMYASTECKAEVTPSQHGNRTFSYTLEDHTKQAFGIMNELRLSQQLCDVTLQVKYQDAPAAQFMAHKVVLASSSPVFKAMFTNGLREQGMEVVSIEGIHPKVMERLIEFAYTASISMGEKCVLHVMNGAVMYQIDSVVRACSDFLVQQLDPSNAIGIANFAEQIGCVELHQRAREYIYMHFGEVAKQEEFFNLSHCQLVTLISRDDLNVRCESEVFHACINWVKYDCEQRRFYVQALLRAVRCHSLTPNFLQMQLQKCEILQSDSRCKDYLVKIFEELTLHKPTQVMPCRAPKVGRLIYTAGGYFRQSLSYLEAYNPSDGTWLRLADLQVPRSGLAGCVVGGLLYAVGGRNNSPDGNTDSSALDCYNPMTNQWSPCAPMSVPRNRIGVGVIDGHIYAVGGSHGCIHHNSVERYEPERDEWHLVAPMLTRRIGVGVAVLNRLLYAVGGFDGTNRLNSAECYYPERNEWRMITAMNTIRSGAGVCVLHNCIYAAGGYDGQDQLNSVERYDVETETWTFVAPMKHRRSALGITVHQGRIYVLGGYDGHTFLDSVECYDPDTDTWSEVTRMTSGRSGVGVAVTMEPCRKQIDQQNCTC
CDK5 p35 inh: inhibitors of human CDK5/p35 kinase. Q00535+Q15078. Recombinant CDK5/p35, ADP-Glo luminescence, 60 min. inhibition, % at 10 µM. 330,000 tested, 0.01% active. AID 488839;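 active = highest replicate inhibition of at least 50% and at least 75% of replicates reaching 50%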;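 note: plate controls were DMSO neutral control for no effect and GW8510 at 10 µM for full effect; many of its hits are not listed in these tables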
NSD2 inh: inhibitors of human histone methyltransferase NSD2; AID 743445; NSD2 peptide methylation, AlphaScreen, 120 min; O96028; 310,000 tested, 0.54% active; inhibition, % at 12.5 µM; in the data active = inhibition above about 50%
PfHsp90 set2: growth inhibition of yeast expressing Plasmodium Hsp90. S. cerevisiae expressing PfHsp90, BacTiter-Glo ATP, 48 h; yeast lacking PDR1 and PDR3 efflux regulators. inhibition, % at 9.4 µM. 310,000 tested, 0.32% active;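 active = every replicate shows inhibition above about 80%, whatever the replicate mean, limit read from the data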;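 note: 0% = DMSO neutral controls and 100% = 20 µM radicicol positive controls; yeast relying on Plasmodium falciparum Hsp90 in place of its own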
dFosB act: mouse delta FosB homodimer activation; P13346; AID 493131; purified delta FosB, TAMRA-CDK5 oligo fluorescence polarization; percent of positive-control signal above neutral wells; activation, % at 25 µM; 340,000 tested, 0.99% active;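 active = mean activation above about 17%, with every replicate also reaching it, limit read from the data, passing the limit was not always enough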;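 note: fluorescence polarization rise as delta FosB binds a TAMRA Cdk5 AP-1 oligo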
RTF Ca sens inh: cardiac RTF calcium desensitization | 340,000 tested, 0.12% active | IANBD-labeled cardiac RTF, Ca2+ fluorescence | inhibition, % at 7.15 µM | P19429+P45379;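 active = inhibition above the mean inhibition of all tested compounds plus 3 SD, cut at about 17% in these data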;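 note: assay run at fixed EC70 calcium of 1.6 mM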
* hit, by the source's call.

CC(OC(=O)c1cccc([N+](=O)[O-])c1)C(=O)NCc1ccc2c(c1)OCO2 (configuration not stated) was read as PvdQ acylase 10, cardiac RTF act -2, Rtt109 Vps75 -1, Mot1-301 SUMO -4, C-LANA FP 0.9, Keap1 Nrf2 FP 0, CDK5 p35 inh 0.0, NSD2 inh -4, PfHsp90 set2 16, dFosB act -1 and RTF Ca sens inh -4.
`CC(=O)Nc1ccc(S(=O)(=O)NCC(=O)NNC(=O)COc2ccccc2Cl)cc1` gave PvdQ acylase -11, cardiac RTF act -4, Rtt109 Vps75 14, Mot1-301 SUMO -17, C-LANA FP -0.3, Keap1 Nrf2 FP 3, CDK5 p35 inh -1.3, NSD2 inh 0, dFosB act -10 and RTF Ca sens inh 6.
`CC(C)C(NC(=O)C1(NC(=O)OCc2ccccc2)CCCC1)C(=O)O` (configuration not stated) gave PvdQ acylase 3, cardiac RTF act -1, Rtt109 Vps75 -3, C-LANA FP 1.7, Keap1 Nrf2 FP 0, CDK5 p35 inh 1.6, NSD2 inh -2, dFosB act 4 and RTF Ca sens inh 13.
Screening Cn1c(SCC(=O)NCC2CCCO2)nc2scc(-c3ccccc3)c2c1=O (configuration not stated) returned PvdQ acylase 0, cardiac RTF act 0, Rtt109 Vps75 -1, Mot1-301 SUMO -14, C-LANA FP 0.4, Keap1 Nrf2 FP -6, CDK5 p35 inh -2.9, NSD2 inh 0, PfHsp90 set2 -20, dFosB act -10 and RTF Ca sens inh -3.
For O=C(CSc1nnnn1-c1cccc2ccccc12)N1CCOCC1 the results were PvdQ acylase -10, cardiac RTF act -1, Rtt109 Vps75 -1, Mot1-301 SUMO -4, C-LANA FP -2.3, Keap1 Nrf2 FP 2, CDK5 p35 inh 0.7, NSD2 inh -5, PfHsp90 set2 64, dFosB act -8 and RTF Ca sens inh -13.
For COc1ccc(Cl)cc1-c1nc(SCC(=O)NC(C)C(C)C)n[nH]1 (configuration not stated) the results were PvdQ acylase -11, cardiac RTF act -2, Rtt109 Vps75 -4, Mot1-301 SUMO 2, C-LANA FP -0.9, Keap1 Nrf2 FP -4, CDK5 p35 inh -1.1, NSD2 inh -1, PfHsp90 set2 -29, dFosB act -1 and RTF Ca sens inh 0.
`NC(=O)CSC1=N/C(=C\c2ccco2)C(=O)N1c1ccc(OC(F)F)cc1` gave PvdQ acylase -1, cardiac RTF act 6, Rtt109 Vps75 12, Mot1-301 SUMO 0, CDK5 p35 inh -0.3, NSD2 inh 0, PfHsp90 set2 4, dFosB act -4 and RTF Ca sens inh -10.
For O=C(Cn1nc(-c2ccccc2)c2ccccc2c1=O)Nc1ccccn1 the results were PvdQ acylase 1, cardiac RTF act 3, Rtt109 Vps75 9, Mot1-301 SUMO -14, C-LANA FP 0.0, Keap1 Nrf2 FP -1, CDK5 p35 inh -0.3, PfHsp90 set2 -28, dFosB act 3 and RTF Ca sens inh -2.
Cc1cc(C)nc(N2CCCC(C(=O)Nc3ccc4c(c3)OCO4)C2)n1 (configuration not stated) was read as PvdQ acylase -6, cardiac RTF act 2, Rtt109 Vps75 3, Mot1-301 SUMO -9, C-LANA FP 0.0, Keap1 Nrf2 FP 2, CDK5 p35 inh -0.7, NSD2 inh 0, PfHsp90 set2 -28, dFosB act 0 and RTF Ca sens inh 0.
Cc1cc(C(=O)OCC(=O)N2CCN(C(=O)c3ccco3)CC2)c(C)n1-c1ccc(F)cc1 was read as PvdQ acylase -16, cardiac RTF act -6, Rtt109 Vps75 -3, Mot1-301 SUMO 7, C-LANA FP 2.3, Keap1 Nrf2 FP -4, CDK5 p35 inh 0.8, NSD2 inh -6, PfHsp90 set2 -7, dFosB act -12 and RTF Ca sens inh 8.
CCNCCNC(=O)c1c(O)c2cccc3c2n(c1=O)CCC3 was read as PvdQ acylase -11, cardiac RTF act 5, Rtt109 Vps75 -3, C-LANA FP -1.3, Keap1 Nrf2 FP -6, CDK5 p35 inh -2.4, PfHsp90 set2 8, dFosB act -5 and RTF Ca sens inh 4.
Screening Cc1cccc2nc(CSC(=N)N)c(Br)n12 returned PvdQ acylase -22, cardiac RTF act -1, Rtt109 Vps75 -6, Mot1-301 SUMO 1, C-LANA FP 0.8, Keap1 Nrf2 FP 0, CDK5 p35 inh -0.2, NSD2 inh 8, PfHsp90 set2 -34, dFosB act -5 and RTF Ca sens inh -15.
For CC(C)CCn1c(N2CCC(C(N)=O)CC2)nc2c1c(=O)[nH]c(=O)n2C the results were PvdQ acylase -11, cardiac RTF act 2, Rtt109 Vps75 4, Mot1-301 SUMO -4, C-LANA FP 0.4, Keap1 Nrf2 FP -4, CDK5 p35 inh -0.1, NSD2 inh -1, PfHsp90 set2 4, dFosB act -2 and RTF Ca sens inh 5.
Screening Cc1ccc(CNS(=O)(=O)c2c(C(=O)N3CCCCC3)c(C)n(C)c2C)cc1 returned PvdQ acylase 6, cardiac RTF act -1, Rtt109 Vps75 11, Mot1-301 SUMO 16, C-LANA FP 0.5, Keap1 Nrf2 FP 3, CDK5 p35 inh -1.8, NSD2 inh 8, PfHsp90 set2 5, dFosB act -4 and RTF Ca sens inh -5.
`CCN(C(=O)COC(=O)CSc1ccc(C)cc1C)c1c(N)n(Cc2ccccc2)c(=O)[nH]c1=O` gave PvdQ acylase -6, cardiac RTF act -7, Rtt109 Vps75 -8, C-LANA FP -1.0, Keap1 Nrf2 FP -5, CDK5 p35 inh 1.5, NSD2 inh -2, PfHsp90 set2 2, dFosB act 8 and RTF Ca sens inh -6.

Reprinted from the part before: 3 compounds; new compounds follow.
For CC(C)CCn1c(N2CCC(C(N)=O)CC2)nc2c1c(=O)[nH]c(=O)n2C the results were PvdQ acylase -11, cardiac RTF act 2, Rtt109 Vps75 4, Mot1-301 SUMO -4, C-LANA FP 0.4, Keap1 Nrf2 FP -4, CDK5 p35 inh -0.1, NSD2 inh -1, PfHsp90 set2 4, dFosB act -2 and RTF Ca sens inh 5.
Screening Cc1ccc(CNS(=O)(=O)c2c(C(=O)N3CCCCC3)c(C)n(C)c2C)cc1 returned PvdQ acylase 6, cardiac RTF act -1, Rtt109 Vps75 11, Mot1-301 SUMO 16, C-LANA FP 0.5, Keap1 Nrf2 FP 3, CDK5 p35 inh -1.8, NSD2 inh 8, PfHsp90 set2 5, dFosB act -4 and RTF Ca sens inh -5.
`CCN(C(=O)COC(=O)CSc1ccc(C)cc1C)c1c(N)n(Cc2ccccc2)c(=O)[nH]c1=O` gave PvdQ acylase -6, cardiac RTF act -7, Rtt109 Vps75 -8, C-LANA FP -1.0, Keap1 Nrf2 FP -5, CDK5 p35 inh 1.5, NSD2 inh -2, PfHsp90 set2 2, dFosB act 8 and RTF Ca sens inh -6.
`COc1ccc(CN(C)C(=O)Cn2cnc3c(SC)nc(N)nc32)cc1OC` gave PvdQ acylase 1, cardiac RTF act 10, Rtt109 Vps75 -2, Mot1-301 SUMO -1, C-LANA FP -1.3, Keap1 Nrf2 FP 3, CDK5 p35 inh -1.4, PfHsp90 set2 1, dFosB act 5 and RTF Ca sens inh -2.
For COCCn1c(SCC(=O)c2[nH]c(C)c(C(C)=O)c2C)nc2ccccc21 the results were PvdQ acylase -8, cardiac RTF act 3, Rtt109 Vps75 7, Mot1-301 SUMO -4, C-LANA FP 3.4, Keap1 Nrf2 FP -1, CDK5 p35 inh -0.5, NSD2 inh 1, PfHsp90 set2 17, dFosB act -11 and RTF Ca sens inh -5.
Cn1c(-c2ccc(Cl)nc2)nc2ccccc21 was read as PvdQ acylase 3, cardiac RTF act 9, Rtt109 Vps75 3, Mot1-301 SUMO 13, C-LANA FP -2.4, Keap1 Nrf2 FP 5, CDK5 p35 inh 0.5, NSD2 inh -1, PfHsp90 set2 8, dFosB act -8 and RTF Ca sens inh -5.
COCCNC(=O)c1onc(CSc2cccc(OC)c2)c1C(=O)NCCOC was read as PvdQ acylase 0, cardiac RTF act -1, Rtt109 Vps75 -8, Mot1-301 SUMO -8, C-LANA FP 16, Keap1 Nrf2 FP 3, CDK5 p35 inh 2.3, PfHsp90 set2 -23, dFosB act 5 and RTF Ca sens inh -8.
`CCCOC(=O)c1ccc(-n2nnnc2SCC(=O)N2CCCCC2)cc1` gave PvdQ acylase -11, cardiac RTF act 6, Rtt109 Vps75 -2, Mot1-301 SUMO -32, C-LANA FP -1.0, Keap1 Nrf2 FP -1, CDK5 p35 inh -0.4, NSD2 inh -4, PfHsp90 set2 -7, dFosB act -14 and RTF Ca sens inh 3.
Screening CC1(C)CC(=O)C=C(NCc2cccs2)C1 returned PvdQ acylase -9, cardiac RTF act 4, Rtt109 Vps75 4, Mot1-301 SUMO -9, C-LANA FP -0.5, Keap1 Nrf2 FP 4, CDK5 p35 inh -0.3, NSD2 inh 0, dFosB act 0 and RTF Ca sens inh -7.
COc1ccc(OCC(=O)Nc2ccccc2OC(F)F)cc1 was read as PvdQ acylase 0, cardiac RTF act 0, Rtt109 Vps75 -9, Mot1-301 SUMO -24, C-LANA FP -1.9, Keap1 Nrf2 FP 1, CDK5 p35 inh 0.9, NSD2 inh -6, PfHsp90 set2 3, dFosB act 4 and RTF Ca sens inh -5.
`CCCS(=O)(=O)N1CCCC(C(=O)NCCc2ccccc2)C1` (configuration not stated) gave PvdQ acylase -8, cardiac RTF act 7, Rtt109 Vps75 -2, Mot1-301 SUMO -1, C-LANA FP 1.8, Keap1 Nrf2 FP 5, CDK5 p35 inh -0.5, NSD2 inh 3, PfHsp90 set2 3, dFosB act -8 and RTF Ca sens inh -7.
For CCCc1cc(=O)[nH]c(SCC(=O)Nc2ccc(C(=O)Nc3ccccc3OC)cc2)n1 the results were PvdQ acylase -11, cardiac RTF act 2, Rtt109 Vps75 -29, Mot1-301 SUMO -4, C-LANA FP 2.2, Keap1 Nrf2 FP -4, CDK5 p35 inh -1.1, NSD2 inh 0, PfHsp90 set2 3, dFosB act 15 and RTF Ca sens inh -16.
CC1=C(C(=O)OC2CCCC2)C(c2coc3ccc(C)cc3c2=O)C2=C(CCCC2=O)N1 (configuration not stated) was read as PvdQ acylase -2, cardiac RTF act -3, Rtt109 Vps75 0, C-LANA FP -0.6, Keap1 Nrf2 FP 0, CDK5 p35 inh -0.8, NSD2 inh 1, PfHsp90 set2 11, dFosB act -6 and RTF Ca sens inh 4.
O=C(O)CCc1ccc(-c2ccc(F)cc2)n1Cc1ccco1 was read as PvdQ acylase -12, cardiac RTF act 4, Mot1-301 SUMO -13, C-LANA FP 2.0, Keap1 Nrf2 FP -7, CDK5 p35 inh -1.1, NSD2 inh -1, PfHsp90 set2 -39, dFosB act -1 and RTF Ca sens inh 0.
`COc1ccc(NC(=O)c2ccc(CN3CCc4ccccc4C3)cc2)c(OC)c1` gave PvdQ acylase -2, cardiac RTF act -3, Rtt109 Vps75 2, Mot1-301 SUMO 8, C-LANA FP -4.9, Keap1 Nrf2 FP -1, CDK5 p35 inh 0.0, NSD2 inh 2, PfHsp90 set2 5, dFosB act -5 and RTF Ca sens inh -2.

Screens from PubChem.
